From PubChem BioAssay
IDE act – IDE (human) activation, cell-based. hit rate 0.073% among 340,000. HEK cells, FAbeta-B cleavage, fluorescence polarization; 0% vehicle, 100% cell-free pure enzyme wells. activation, % at 5.96 µM. AID 493087;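 active = activation above the mean of all tested compounds plus 3 SD, set per screening campaign, cut at about 17% in these data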
Target sequence (P14735 whole entry, looked up): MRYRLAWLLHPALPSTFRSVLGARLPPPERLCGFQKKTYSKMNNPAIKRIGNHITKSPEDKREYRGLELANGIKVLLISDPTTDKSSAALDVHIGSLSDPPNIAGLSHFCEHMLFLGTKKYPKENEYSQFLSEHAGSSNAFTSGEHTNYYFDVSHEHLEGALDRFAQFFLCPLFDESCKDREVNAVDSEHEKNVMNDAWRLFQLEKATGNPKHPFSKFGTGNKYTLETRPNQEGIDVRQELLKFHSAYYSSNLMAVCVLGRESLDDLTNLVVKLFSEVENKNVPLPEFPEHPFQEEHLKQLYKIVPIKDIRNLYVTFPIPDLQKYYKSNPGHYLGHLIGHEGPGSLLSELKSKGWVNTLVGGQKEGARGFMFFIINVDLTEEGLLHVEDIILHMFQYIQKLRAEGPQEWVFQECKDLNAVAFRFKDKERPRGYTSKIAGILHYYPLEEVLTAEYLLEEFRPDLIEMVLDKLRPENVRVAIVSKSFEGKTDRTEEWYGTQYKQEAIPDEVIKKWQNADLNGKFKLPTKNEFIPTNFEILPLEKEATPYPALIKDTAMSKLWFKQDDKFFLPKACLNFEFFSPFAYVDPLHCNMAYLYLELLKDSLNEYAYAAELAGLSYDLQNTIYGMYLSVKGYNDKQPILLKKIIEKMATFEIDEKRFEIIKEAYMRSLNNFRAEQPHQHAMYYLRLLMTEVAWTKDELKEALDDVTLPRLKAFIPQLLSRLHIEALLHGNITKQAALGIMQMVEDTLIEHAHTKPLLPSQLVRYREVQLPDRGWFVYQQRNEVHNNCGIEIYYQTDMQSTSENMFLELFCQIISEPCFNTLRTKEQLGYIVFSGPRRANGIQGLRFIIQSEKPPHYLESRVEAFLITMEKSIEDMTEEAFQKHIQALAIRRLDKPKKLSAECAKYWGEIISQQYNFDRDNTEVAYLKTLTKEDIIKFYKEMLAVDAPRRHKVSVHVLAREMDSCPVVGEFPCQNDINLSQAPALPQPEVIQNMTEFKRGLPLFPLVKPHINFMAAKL
CRFR2-BP antag – CRF-BP/CRF-R2 complex antagonism | HEK293 CRF-R2/CRF-BP, CRF-induced calcium fluorescence | inhibition, % at 11.8 µM | hit rate 0.59% among 350,000;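 active = inhibition of the ligand-induced calcium signal above about 50% at the single tested concentration, limit read from the data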
PHOSPHO1 block – inhibitors of human PHOSPHO1 phosphatase; hit rate 1.1% among 290,000; recombinant PHOSPHO1, absorbance phosphatase assay; inhibition, % at 13.3 µM; in the data active = inhibition above about 60%
pCIP destab – p/CIP protein destabilization | Q05BA5 | decrease of EGFP signal, % at 10 µM | hit rate 0.01% among 290,000 | F442A p/CIP-EGFP cells, EGFP fluorescence, 16 h;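 active = EGFP signal decrease of at least 30% at 10 µM or well 3 SD below plate mean, unless failing retest; inactive = the rest, including hits failing retest or dose response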; note: some compounds called inactive have numbers as strong as hits; many of its hits are not listed in these tables
GalR3 antagonist – human GalR3 antagonism; inhibition, % at 3 µM; HEK293 GalR3-CNG cAMP membrane potential fluorescence; galR3 body fused to GalR1 C-terminus; O60755; hit rate 0.44% among 360,000;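 active = inhibition above the screen-wide average plus 3 SD, cut at about 13% in these data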;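 note: forskolin and galanin both at EC90 stimulate the cells; cAMP rise reported by CNG channel membrane potential dye signal; 0% = forskolin plus galanin with DMSO and 100% = forskolin alone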
MEKK3 PB1 HTS – modulators (inhibitors or enhancers) of MEK5 binding to human MEKK3 PB1 domain; hit rate 1.4% among 290,000; binding response (% of control), % at 10 µM; bead-based flow cytometry, Alexa488-MEK5 binding to MEKK3; actives lie on both sides; 0 = blocked by unlabeled MEK5, 100 = vehicle; AID 1529;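 active = binding response more than 3 SD above or below the average of its plate-row segment, actives on both sides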;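 note: Alexa488 bead fluorescence after subtracting the streptavidin-only scavenger bead signal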
CRFBP-R2 agonist – agonists of human CRF-binding protein/CRF-R2 receptor complex; hit rate 0.46% among 350,000; AID 588473; activation, % at 13.2 µM; HEK293 CRF-R2/CRF-BP, calcium dye fluorescence (FLIPR); percent of saturating CRF peptide response;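 active = activation of at least 50%, plus an integration ratio under a set limit after plate pattern correction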;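 note: plate controls were neutral control wells without compound for no effect and CRF at EC100 for full effect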
IDE cell inh – inhibits human insulin-degrading enzyme in HEK cells | inhibition, % at 5.59 µM | hit rate 0.41% among 320,000 | P14735 | FAbetaB cleavage, fluorescence polarization | AID 434962;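 active = percent inhibition above the average of all tested compounds plus 3 SD, set per screening campaign, cut at about 16% in these data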;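 note: IDE supplied by intact live HEK cells; FP after avidin binding of uncleaved biotin substrate so inhibition keeps polarization high; 0% = DMSO wells and 100% = 60 µM reference IDE inhibitor Ii1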
CHRM4 PAM – CHRM4 positive allosteric modulation; hit rate 0.4% among 360,000; CHO-K1 hM4/Gqi5, Fluo-8 calcium fluorescence, ACh EC20; 0% = ACh EC20, 100% = maximal ACh; activation, % at 3 µM; AID 624126;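 active = activation above its plate's cutoff, the mean activation of sample wells plus 3 SD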; note: some results filed as inactive read as strong as hits
* hit, by the source's call; . = not tested or not shown.

SMILES	IDE act	CRFR2-BP antag	PHOSPHO1 block	pCIP destab	GalR3 antagonist	MEKK3 PB1 HTS	CRFBP-R2 agonist	IDE cell inh	CHRM4 PAM
O=C(N=C1SC2CS(=O)(=O)CC2N1c1ccccc1Cl)C1CCCO1 (centres undefined)	2	-13	27	4	-8	95	1.9	5	-3
Cc1onc(-c2ccccc2Cl)c1C(=O)N1CCN(c2ncccn2)CC1	1	-3	28	-2	-3	102	-3.5	2	0
CCOC(=O)c1c(SC)n(-c2ccccc2)c(=S)n(-c2ccccc2)c1=O	4	7	-2	-1	-8	95	0.2	.	-1
O=C(Nc1ccccc1C(=O)Nc1ccc(Br)cn1)c1ccccc1Cl	3	4	.	.	-1	.	1.3	5	4
CCCC(N)CCCCCC(=O)O (centres undefined)	-3	12	1	-13	-4	99	-1.3	.	3
CC(C)CC1C(=O)N(Cc2cn(CCC3OCCO3)nn2)CCS(=O)(=O)N1Cc1ccc(-c2ccc(F)cc2)cc1 (centres undefined)	.	-13	.	.	-3	.	1.8	.	-7
O=C(NCc1ccccc1Cl)c1ccc(S(=O)(=O)NCc2ccco2)cc1	9	9	.	.	-2	.	-0.2	.	1
CCOc1ncccc1C(=O)OCCCC(=O)c1ccc(Br)cc1	1	11	.	.	-4	.	-0.4	3	16
Cc1ccc(-n2nnnc2-c2cnoc2-c2cccc(F)c2)cc1	5	16	-2	-20	-5	81	-0.9	4	-6
Cc1nnc(NC(=O)CCC(=O)NCc2ccco2)s1	3	6	17	4	-4	.	-0.3	2	4
CCOC(=O)CSc1nnc(-c2cccnc2)n1C	-2	-7	41	0	-7	95	1.2	3	3
CN(C)CCOC(=O)c1ccc2[nH]c3c(c2c1)CSCC3	-1	20	32	2	-4	108	-0.5	-2	-2
CCCc1c(C(=O)N/N=C/c2ccc(-c3ccccc3)cc2)nnn1-c1nonc1N	.	4	.	.	-3	.	-0.6	.	1
O=c1ccnc(S/C=C/c2ccccc2)[nH]1	-1	-4	34	-10	-4	99	-1.0	3	-5
CC(C)(C)NS(=O)(=O)c1ccc(NC(=O)Cc2ccccc2[N+](=O)[O-])cc1	3	-19	20	15	3	117	1.9	0	20*
CN(CCc1ccccc1)C(=O)c1ccc(NC(=O)Cc2cccc(NC(=O)C3CCN(C(=O)CCc4ccccc4)CC3)c2)cc1	-4	-3	.	.	-4	.	3.4	.	6
CC(C)CC(=O)NC(=S)Nc1ccc(NC(=O)c2cccs2)cc1	7	-45	30	-9	-1	102	0.1	4	-5
Cc1cc(N/N=C/c2cccc(F)c2)nc(NCc2ccccc2)n1	4	9	33	-5	-9	96	0.0	1	-27
COc1ccc(Cc2n[nH]c(=S)n2N)cc1OC	7	5	-10	-4	0	105	-1.1	7	1
Cc1ccc(-n2cc(-c3ccccc3)[nH]c2=O)cc1F	0	30	18	-22	7	100	-4.3	5	0
CCOc1ccc(C(=O)OCC(=O)NCCCc2ccccc2)cc1	2	9	24	-1	-9	108	0.3	2	-7
O=C(O)Cn1nc2c3c(cccc3c1=O)-c1ccccc1-2	3	-12	1	-7	-9	101	-2.9	3	-3
CNC(=O)N1c2ccccc2CCc2ccccc21	1	2	.	-12	-11	101	-3.9	-4	-3
Cc1ccc(N=Nc2c(N)n(-c3ccccc3)[nH]c2=O)cc1	0	-30	32	-1	-1	106	0.8	0	7
Nc1nc(NCc2ccco2)nc(Nc2ccccc2)c1[N+](=O)[O-]	3	-19	42	3	-3	98	-0.4	4	-2

Nothing new here: entries from further up.
SMILES	IDE act	CRFR2-BP antag	PHOSPHO1 block	pCIP destab	GalR3 antagonist	MEKK3 PB1 HTS	CRFBP-R2 agonist	IDE cell inh	CHRM4 PAM
Cc1ccc(N=Nc2c(N)n(-c3ccccc3)[nH]c2=O)cc1	0	-30	32	-1	-1	106	0.8	0	7
Nc1nc(NCc2ccco2)nc(Nc2ccccc2)c1[N+](=O)[O-]	3	-19	42	3	-3	98	-0.4	4	-2

Other results follow:
SMILES	IDE act	CRFR2-BP antag	PHOSPHO1 block	pCIP destab	GalR3 antagonist	MEKK3 PB1 HTS	CRFBP-R2 agonist	IDE cell inh	CHRM4 PAM
CC(=O)Nc1ccc(S(=O)(=O)NCc2ccc(C(=O)NCc3ccc(Cl)cc3)cc2)cc1	-3	16	15	2	-4	102	7.0	0	0
O=C(c1cccs1)N(Cc1cccc(Cl)c1)C1CCS(=O)(=O)C1 (centres undefined)	0	19	-4	-10	-2	90	-1.2	4	7
Cc1ccc(Nc2nc3ccccc3s2)c(C)c1	8	-39	21	-5	0	101	-1.0	-4	-2
c1ccc(CCc2ccccc2-c2nc(-c3ccccn3)no2)cc1	5	-27	14	-1	6	103	3.7	0	0
C[C@H](NC(=O)c1ccco1)C(=O)Nc1cccc([N+](=O)[O-])c1	2	-6	32	-12	-5	102	-0.6	1	1
Cc1cc(C)n(-c2ccc(C(=O)Nc3ccccc3N3CCOCC3)cc2)n1	-6	12	35	-5	-7	102	-2.5	1	-1
O=C(O)CCCNS(=O)(=O)c1ccc(NCc2ccccc2)c(C(=O)O)c1	11	3	-21	-6	0	99	4.0	-1	-3
Cc1[nH]c2ccccc2c1CC(=O)O	3	15	6	3	-6	110	-2.0	-2	-11
O=C(CNC(=O)c1cccs1)OCc1ccc(Br)cc1	-8	0	28	-2	-3	101	0.5	0	4
CC1CCCC(NC(=O)C2c3ccccc3C(=O)N2Cc2cccs2)C1C (centres undefined)	4	5	6	-9	-7	105	-0.7	-2	7
COc1ccc(C)cc1S(=O)(=O)N1CCN(C(=O)c2ncoc2-c2ccc(C)cc2)CC1	4	9	4	6	-9	100	-1.0	5	-4
CCOC(=O)C1CCN(C(=O)c2cc(-c3ccncc3)nc3ccccc23)CC1	6	-8	.	.	-1	.	0.1	-3	-1
CCOC(=O)c1c(-c2ccccc2)oc2ccc(OCC)cc12	4	-15	-15	-17	-5	102	3.8	6	0
COc1cc(O)c(C(CCN2CCCC2)c2cc(OC)c(OC)c(OC)c2)c(OC)c1 (centres undefined)	2	-11	22	-4	-3	114	-0.3	6	8
COCCNC(=O)CSc1ncnc2sc(-c3ccccc3)cc12	-1	7	2	-1	-1	107	-1.3	-1	-3
CC(C)(C)NC(=O)C(c1cccs1)N(CC1CCCO1)C(=O)c1ccc(-c2ccccc2)[nH]1 (centres undefined)	1	-11	-6	-2	3	110	-2.9	3	1
O=C(COC(=O)c1ccc(O)cc1)Nc1ccc(N2CCCCC2)cc1	2	27	31	5	-3	108	-3.8	-4	-4
C1=C(c2cc3ccccc3cn2)CCCC1	4	-8	.	.	-6	.	-0.4	0	6
O=C(CCCN1C(=O)/C(=C\c2ccccc2)SC1=S)Nc1ccccc1O	2	-6	4	3	-4	110	0.4	6	-3
Cc1ccc(S(=O)(=O)N(Cc2ccc(F)cc2)Cc2ccco2)cc1	4	5	16	-11	-6	108	3.3	-1	0
Cc1ccc(Cn2ccc(NC(=O)c3cc4nc(-c5ccco5)cc(C(F)(F)F)n4n3)n2)cc1	-1	-9	37	-9	-3	102	0.6	7	-1
N#Cc1cnc(N)c(Br)c1	-5	-7	24	-10	-8	99	0.3	14	0
O=C(N1CCOCC1)C12CCC3CC(CC(C3)C1)C2	8	-5	-2	-9	-3	110	1.5	-1	2
CCN(C(=O)COC(=O)[C@H](C)N=C1NS(=O)(=O)c2ccccc21)C1CCS(=O)(=O)C1 (some centres undefined)	0	8	.	.	6	.	-2.2	.	4
C#CCn1c(-c2ccccc2)ccc(C#N)c1=O	7	-22	25	-10	-3	101	-1.8	2	4

Going on with the list.
SMILES	IDE act	CRFR2-BP antag	PHOSPHO1 block	pCIP destab	GalR3 antagonist	MEKK3 PB1 HTS	CRFBP-R2 agonist	IDE cell inh	CHRM4 PAM
COC(=O)CNC(=O)c1cn(-c2ccc(C)c(C)c2)c(=O)c2ccccc12	-3	8	.	-10	-12	111	-1.5	1	10
Cc1ccc(C(=O)Oc2oc(-c3ccccc3)nc2C=Nc2ccc(N(C)C)cc2)cc1	1	10	15	-15	0	109	18	4	2
CCN1C(=O)/C(=C/C=C2/Sc3ccc4ccccc4c3N2CCO)SC1=S	-6	-39	-11	-48	-3	90	-2.0	24*	3
COc1ccc(NC(=O)[C@@H]2[C@@H]3C(=O)N(C4CCCCC4)C(=O)[C@@H]3C3c4ccccc4C=CN32)cc1 (some centres undefined)	2	11	13	3	-1	101	-0.9	0	6
CCOc1ccc(/C=N/NC(=O)C(C)N(c2ccc(OC)cc2)S(C)(=O)=O)cc1 (centres undefined)	1	-27	21	-6	3	102	0.7	0	4
O=C(Cn1nnc(-c2cccc(C(F)(F)F)c2)n1)NC1CCCC1	3	-21	13	-6	-2	105	3.1	-1	-2
Cc1oc(-c2cccs2)nc1CN1CCN(CCC(C)C)C(CCO)C1 (centres undefined)	3	5	10	0	-5	99	-1.2	3	-2
O=C(c1ccco1)N1CCCN(Cc2nc(Cc3ccccc3)no2)CC1	-4	-20	41	7	-3	100	2.5	7	6
O=C(CSc1nncn1-c1cccnc1)Nc1ccccc1[N+](=O)[O-]	6	5	32	-7	-6	97	0.1	-1	3
COc1ccc(-c2cn(-c3ccc(SC(F)F)cc3)c3[n+]2CCC3)cc1OC	-3	10	-27	-3	-13	91	-2.2	6	-8

Entries of single compounds as entered above. Screens in order: IDE act	CRFR2-BP antag	PHOSPHO1 block	pCIP destab	GalR3 antagonist	MEKK3 PB1 HTS	CRFBP-R2 agonist	IDE cell inh	CHRM4 PAM
Shown for CCN1C(=O)/C(=C/C=C2/Sc3ccc4ccccc4c3N2CCO)SC1=S → -6	-39	-11	-48	-3	90	-2.0	24*	3
Shown for O=C(c1ccco1)N1CCCN(Cc2nc(Cc3ccccc3)no2)CC1 → -4	-20	41	7	-3	100	2.5	7	6
Shown for O=C(CSc1nncn1-c1cccnc1)Nc1ccccc1[N+](=O)[O-] → 6	5	32	-7	-6	97	0.1	-1	3
Shown for COc1ccc(-c2cn(-c3ccc(SC(F)F)cc3)c3[n+]2CCC3)cc1OC → -3	10	-27	-3	-13	91	-2.2	6	-8
Shown for Cc1ccc(C(=O)Oc2oc(-c3ccccc3)nc2C=Nc2ccc(N(C)C)cc2)cc1 → 1	10	15	-15	0	109	18	4	2
